Screens (PubChem BioAssay)
hcGAS inh: Primary biochemical luminescence assay for human cyclic GMP-AMP synthase inhibitors; Q8N884; recombinant h-cGAS, ATP depletion, Kinase-Glo luminescence; AID 1259398, 2018; inhibition, % at 12.5 µM; 290,000 compounds, 0.081% hits;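 further: 0% = vehicle reaction and 100% = reaction without DNA for no activity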
Target sequence (Q8N884 whole entry, looked up): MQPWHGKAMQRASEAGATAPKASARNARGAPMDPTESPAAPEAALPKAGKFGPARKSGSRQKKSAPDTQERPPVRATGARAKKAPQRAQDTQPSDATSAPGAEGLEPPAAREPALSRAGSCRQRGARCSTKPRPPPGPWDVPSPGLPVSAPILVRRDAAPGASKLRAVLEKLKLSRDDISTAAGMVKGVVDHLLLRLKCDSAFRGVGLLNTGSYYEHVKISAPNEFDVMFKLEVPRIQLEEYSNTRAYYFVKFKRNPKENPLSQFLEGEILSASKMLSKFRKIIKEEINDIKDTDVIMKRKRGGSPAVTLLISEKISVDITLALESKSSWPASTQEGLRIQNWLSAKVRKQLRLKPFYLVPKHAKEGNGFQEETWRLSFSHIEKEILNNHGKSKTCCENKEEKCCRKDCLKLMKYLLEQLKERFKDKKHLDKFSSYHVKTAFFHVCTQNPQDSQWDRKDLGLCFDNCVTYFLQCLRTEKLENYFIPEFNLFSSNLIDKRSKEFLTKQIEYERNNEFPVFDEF
mcGAS inh: cyclic GMP-AMP synthase inhibitors, mouse, primary biochemical chemiluminescence | Q8C6L5 | recombinant cGAS, Kinase-Glo ATP depletion luminescence | inhibition, % at 12.5 µM | 160,000 compounds, 0.15% hits | AID 1259399, 2018;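 further: 0% = negative control wells and 100% = reference inhibitor with no enzyme activity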
NPYLR7 agonist: agonists of mosquito NPYLR7 receptor, primary screen, cell-based, Aedes aegypti, calcium fluorescence, mosquito biting behavior. HEK293T NPYLR7/Galpha15, GCaMP6s calcium fluorescence. activation, % at 10 µM. 270,000 compounds, 0.15% hits. AID 1259423, 2018; in the data active means activation above about 40%;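 further: 0% = vehicle and 100% = reference agonist at the receptor; some compounds past the cut are filed as inactive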
Numbers without * were called inactive; · = no result given; & = joins results of further samples. Unless noted, no stated cut-off is given here; in the data, active means inhibition above about 40%; inactive means the rest.

#1 CC1=NC2=C(C(=O)CCC2)C(c2cccc([N+](=O)[O-])c2)C1C(=O)OC1CCCCC1 (stereo not drawn)
#2 CC(C)c1ccc(NC(=O)Nc2ccc(N3CCCC3)c(C(=O)NC(C)c3ccccc3)c2)cc1 (stereo not drawn)
#3 CCn1c(C2CCN(C(=O)C(C)Cn3nc(C)nc3C)CC2)nn(C)c1=O (stereo not drawn)
#4 CC1(C)CC(Nc2ccc(C(=O)NCCCc3ccccn3)cn2)CCO1 (stereo not drawn)
#5 Cc1nc2ccc(Cl)cn2c1CN(C)Cc1nc(C2CC2)no1
#6 CCOC(=O)C(=NNc1cc(Cl)ccc1Cl)N1CCN(c2ccccc2)CC1
#7 CNS(=O)(=O)c1ccc(CN(C)Cc2sccc2C)cc1
#8 COc1ccc(CC(=O)N(C2CCC(C)CC2)C2CC2)c(OC)c1OC (stereo not drawn)

entry no.,1,2,3,4,5,6,7,8
hcGAS inh,-1,-4,0,-8,-8,-6,-2,-3
mcGAS inh,·,-9,-17,-13,-18,-7,-2,·
NPYLR7 agonist,5,8,5,17,4,-4,-4,11

#9 O=C(CCC(=O)N1CCc2ccccc2C1)NCCC1=CCCCC1
#10 CC(=O)Nc1ccc2c(c1)NC(=O)CC2COCc1ccccc1 (stereo not drawn)
#11 O=c1c2ccccc2ncn1Cc1cc(=O)n2ccsc2n1
#12 CC(NC(=O)NC(C)(C)C)C1CCCN(C(=O)c2ccc(F)cc2)C1 (stereo not drawn)
#13 C=CCn1c(SCc2cccc(C(F)(F)F)c2)nnc1-c1cc(OC)cc(OC)c1
#14 Cn1c(=O)n(Cc2cccc3ccccc23)c(=O)c2c1nc1n2CCCN1C1CCCCC1
#15 Nc1nnc(-c2cc3c(ccc4ccccc43)oc2=O)s1
#16 CS(=O)(=O)N1CCN(c2ccc(Nc3ccccn3)nn2)CC1

entry no.,9,10,11,12,13,14,15,16
hcGAS inh,-6,-4,-4,-6,-2,-5,3,-6
mcGAS inh,-3,-10,·,·,1,·,-2,·
NPYLR7 agonist,-6,4,16,4,·,-5,6,19

#17 Cc1ccc(CN(C(=O)Cc2n[nH]c(=O)[nH]2)C2CC2)s1
#18 CCC(=O)NNC(=O)C(C)N(Cc1ccccc1)Cc1ccco1 (stereo not drawn)
#19 CCC1CN(Cc2[nH]nc3cc(OC)ccc23)CCN1C(C)C (stereo not drawn)
#20 O=C(Cc1cccnc1)NC1CCCN(CCCc2ccccc2)C1 (stereo not drawn)
#21 CCN(CC)C(=O)Oc1ccc2c(ccn2Cc2ccc(Cl)cc2)c1NC(C)=O
#22 C=CCON1C(=O)C2C3OC(C2C1=O)C1C3C2(Cl)CC1(Cl)C(Cl)=C2Cl (stereo not drawn)
#23 CC(C(=O)NC1CC1)N1CCc2[nH]nc(-c3ccc(-c4ccccc4)cc3)c2C1 (stereo not drawn)
#24 CCC(C(=O)N(CCOC)CC(=O)N1CCc2sccc2C1c1ccc(Cl)cc1Cl)c1ccccc1 (stereo not drawn)

entry no.,17,18,19,20,21,22,23,24
hcGAS inh,0,-6,-7,-4,-7,-9,-6,-1
mcGAS inh,-15,·,·,-8,-6,-5,-12,-4
NPYLR7 agonist,1,4,22,15,-1,1,-5,-6

#25 CC(=O)NC1CCN(c2cc(C3CCNCC3)nc(C)n2)CC1
#26 Cc1ccc(NC(=O)CSc2nnc(-c3cccs3)o2)c(F)c1
#27 CCn1c(CC2CCN(Cc3ccc(OC)c(C)c3)CC2)nn(C)c1=O
#28 Cc1cc(C)cc(NS(=O)(=O)c2cc(F)cc(F)c2)c1
#29 COc1ccc(-c2c(=O)n(O)c3ccccc3[n+]2[O-])c(OC)c1
#30 CN=c1scc(-c2ccccc2F)n1C
#31 Cc1nc(C)c(Cc2ccc(F)cc2)c(N2CCN(C(=O)c3ccc(Cl)cc3)CC2)n1
#32 Cc1ccc(F)cc1CC(=O)N(C)Cc1cc(C(C)(C)C)n[nH]1

entry no.,25,26,27,28,29,30,31,32
hcGAS inh,-9,-3,3,-4,-6,0,-6,-1
mcGAS inh,·,·,·,-3,·,-3,-5,-13
NPYLR7 agonist,0,10,12,3,19,2,14,0

#33 Oc1ccc(N2CCN(CC(O)Cn3cccn3)CC2)cc1 (stereo not drawn)
#34 COC(=O)[C@@H]1C[C@@H](O)CN1Cc1c(C(=O)N2CCCC2)nc2sccn12
#35 Cc1cccc2[nH]c(C3CCCN3S(=O)(=O)NCc3ccccc3)nc12 (stereo not drawn)
#36 C=C(C)[C@@H]1CC=C(CN(C)Cc2ncc[nH]2)CC1
#37 CN1C(=O)C2(OCC(CO)([N+](=O)[O-])CO2)c2ccccc21 (stereo not drawn)
#38 O=c1c(Cl)c(Cl)cnn1CN1CCCC1c1cccc2ccccc12 (stereo not drawn)
#39 CCN(C(=O)COC(=O)c1ccc(O)cc1)C1CCCCC1
#40 CN(C)c1ccc(C(=O)N=Nc2c(O)[nH]c3ccccc23)cc1

entry no.,33,34,35,36,37,38,39,40
hcGAS inh,-18,1,-7,-6,2,-4,-8,-4
mcGAS inh,·,·,-10,-12,·,·,·,·
NPYLR7 agonist,5,-2,·,7,-2,1,2,-5

#41 O=C(c1cnn2ccccc12)N1CCc2nnc(CCc3ccccc3)n2CC1
#42 O=C(NCCn1nc(-c2cccnc2)ccc1=O)c1ccc(C(F)(F)F)cc1
#43 COc1ccc(-c2nccnc2NCCc2c[nH]c3ccccc23)cc1OC
#44 CCN(CC)c1cc(Cl)nc(SCC(=O)O)n1
#45 COc1ccc(/C=C2\C=C(c3ccccc3)N(c3ccc(C)c(C)c3)C2=O)cc1Br
#46 S=C(Nc1ccccn1)Nc1c(Cl)cccc1Cl
#47 CCc1oc(=O)c(NC(=O)c2ccccc2)cc1C(=O)OC
#48 c1ccc(-n2c(SCc3cc(-c4ccco4)on3)nnc2C2CC2)cc1

entry no.,41,42,43,44,45,46,47,48
hcGAS inh,-4,-2,-1,4,-6,-3,-4,-4
mcGAS inh,-19,·,2,3,-4,·,·,·
NPYLR7 agonist,4,20,-8,45,-1,3,2,3

#49 Cc1cccc(-c2nnc(SCC(=O)N3CCc4ccccc43)o2)c1
#50 Nc1cccc2c1C(=O)c1cccc(N)c1C2=O
#51 COc1ccccc1-c1cnc(C(O)c2ccc(C)cc2)[nH]1 (stereo not drawn)
#52 CCN(CC)c1ccc2cc(-c3nnc(Nc4ccc(Oc5ccccc5)cc4)s3)c(=O)oc2c1
#53 CCN(Cc1ccco1)C(=O)c1csc(-c2ccccc2F)n1
#54 COCCN(CC(=O)N(CCc1c[nH]c2ccccc12)Cc1ccc(F)cc1)C(=O)c1cccc(Br)c1
#55 CC1ON=C(c2ccc(CN3CCOCC3)cc2)N(Cc2cccc(F)c2)C1=O (stereo not drawn)
#56 CCOCCCN(CC(=O)N(Cc1ccccc1)Cc1cccn1Cc1ccc(F)cc1)C(=O)c1ccc([N+](=O)[O-])cc1

entry no.,49,50,51,52,53,54,55,56
hcGAS inh,-4,-33&-9,2,-9,-3,-12,-6,-7
mcGAS inh,-4,-4,·,-5,-5,-5,·,-5
NPYLR7 agonist,2,-1&-3,2,-2,-2,·,12,-7

#57 O=C(CCl)N1CCN(S(=O)(=O)c2c(F)cccc2F)CC1
#58 C=C(C)Cn1c(CCn2c3ccccc3c3ccccc32)nnc1SCC(=O)OC
#59 CC1(C(=O)NS(=O)(=O)c2cccc(F)c2)CCN1C(=O)C1(c2ccc(Cl)cc2)CCC1 (stereo not drawn)
#60 Cc1cc(C(F)(F)F)nc(CCNC(=O)C2CCC(=O)N(C3CC3)C2)n1 (stereo not drawn)
#61 CNC(=O)COc1ccc(Oc2ccc(C)cc2)cc1
#62 CCOc1ccc(-c2cc3c(=O)n(CC(=O)NC4CCCCC4)ccn3n2)cc1
#63 C=CCn1c2ccccc2c2nnc(SCCN3CCOCC3)nc21
#64 CCn1c(O)c(C(C)=NNC(=O)C2CCCCC2)c(=O)n(CC)c1=S

entry no.,57,58,59,60,61,62,63,64
hcGAS inh,-7,-10,-4,-7,-8,-8,2,-3
mcGAS inh,·,-7,·,·,·,-7,-3,·
NPYLR7 agonist,6,22,1,4,-21,2,0,5

#65 COc1ccc(C2=NOC(CN(Cc3ccccc3F)C(=O)NC(C)C)C2)cc1OC (stereo not drawn)
#66 CN(CCCc1cc(-c2ccc(F)cc2)n[nH]1)c1ncccc1C#N
#67 CCC(NC(=O)CN1CCCN(C(C)=O)CC1)c1ccc(Br)cc1 (stereo not drawn)
#68 NS(=O)(=O)c1cnc(NC2CCCN(c3ccc(OC(F)F)cc3)C2=O)s1 (stereo not drawn)
#69 COc1ccc(OCc2nn3cnnc3s2)cc1
#70 CCOC(=O)c1[nH]ncc1CN1CCN(Cc2ccc(C)o2)C(CCO)C1 (stereo not drawn)
#71 CC(=O)Nc1cccc(NC(=O)Cc2ccc(C)cc2)c1
#72 COc1ccc(-c2csc(NCc3ccco3)n2)cc1F

entry no.,65,66,67,68,69,70,71,72
hcGAS inh,-4,-11,-1,-7,-5,-3,-17,-6
mcGAS inh,-2,·,·,·,-7,-7,·,·
NPYLR7 agonist,-14,1,2,4,1,5,0,12

#73 COc1ccc(C(=O)N(CCC(C)C)Cc2c(-c3ccccc3)noc2N2CCCCC2)cc1
#74 O=C(c1cccnc1Sc1ccc(Cl)cc1)N1CCN(Cc2cc(=O)c(OCc3ccccc3Cl)co2)CC1
#75 Nc1cc(S(=O)(=O)N2CCCCC2)ccc1Oc1ccc(Cl)cc1
#76 CCN1C(=N)C(C#N)C(c2ccc3[nH]c4ccccc4c3c2)c2nc(C)oc21 (stereo not drawn)
#77 CCN(CC)C(=O)Oc1ccc2c(ccn2Cc2ccc(F)cc2Cl)c1-c1ccc(OC)cc1
#78 COc1ccnc(N2CCN(Cc3ccc(S(C)(=O)=O)cc3)CC2)n1
#79 CCC(=O)N(Cc1c(C)nn(-c2ccccc2)c1N1CCN(CC)CC1)C(C)C
#80 COc1ccc(CCOC(=O)[C@@H]2CCCN2C(=O)c2ccccc2C(F)(F)F)cc1OC

entry no.,73,74,75,76,77,78,79,80
hcGAS inh,-11,-4,-7,-6,1,0,2,-3
mcGAS inh,-6,-5,·,·,1,-8,0,-4
NPYLR7 agonist,4,0,-1,-12,6,2,0,-15

#81 CCN1C(=O)N(C2Cc3ccccc3C2)C(=O)C12CCN(Cc1ccc(Oc3ncccn3)cc1)CC2
#82 CCOC(=O)c1c(N)sc(C(=O)N2CCOCC2)c1C
#83 CCCN(CCO)C(=O)CN1C(=O)N(C)C2(CCCCC2)C1=O
#84 C/C(=C/C(=O)N1CCCC(N2CCCC2=O)C1)c1ccccc1C (stereo not drawn)
#85 CC(C)C(=O)N(Cc1nccn1Cc1ccc(Cl)cc1Cl)C1CCCCC1
#86 c1ccc2c(c1)CCC2=NNc1nc2ccccc2[nH]1

entry no.,81,82,83,84,85,86
hcGAS inh,-4,-3,2,-7,-7,-7
mcGAS inh,-17,-9,·,·,-11,-7
NPYLR7 agonist,14,-4,8,3,·,2

Molecules listed so far containing a Cl atom, in the order listed:
#5 Cc1nc2ccc(Cl)cn2c1CN(C)Cc1nc(C2CC2)no1
#6 CCOC(=O)C(=NNc1cc(Cl)ccc1Cl)N1CCN(c2ccccc2)CC1
#21 CCN(CC)C(=O)Oc1ccc2c(ccn2Cc2ccc(Cl)cc2)c1NC(C)=O
#22 C=CCON1C(=O)C2C3OC(C2C1=O)C1C3C2(Cl)CC1(Cl)C(Cl)=C2Cl (stereo not drawn)
#24 CCC(C(=O)N(CCOC)CC(=O)N1CCc2sccc2C1c1ccc(Cl)cc1Cl)c1ccccc1 (stereo not drawn)
#31 Cc1nc(C)c(Cc2ccc(F)cc2)c(N2CCN(C(=O)c3ccc(Cl)cc3)CC2)n1
#38 O=c1c(Cl)c(Cl)cnn1CN1CCCC1c1cccc2ccccc12 (stereo not drawn)
#44 CCN(CC)c1cc(Cl)nc(SCC(=O)O)n1
#46 S=C(Nc1ccccn1)Nc1c(Cl)cccc1Cl
#57 O=C(CCl)N1CCN(S(=O)(=O)c2c(F)cccc2F)CC1

entry no.,5,6,21,22,24,31,38,44,46,57
hcGAS inh,-8,-6,-7,-9,-1,-6,-4,4,-3,-7
mcGAS inh,-18,-7,-6,-5,-4,-5,·,3,·,·
NPYLR7 agonist,4,-4,-1,1,-6,14,1,45,3,6

#59 CC1(C(=O)NS(=O)(=O)c2cccc(F)c2)CCN1C(=O)C1(c2ccc(Cl)cc2)CCC1 (stereo not drawn)
#74 O=C(c1cccnc1Sc1ccc(Cl)cc1)N1CCN(Cc2cc(=O)c(OCc3ccccc3Cl)co2)CC1
#75 Nc1cc(S(=O)(=O)N2CCCCC2)ccc1Oc1ccc(Cl)cc1
#77 CCN(CC)C(=O)Oc1ccc2c(ccn2Cc2ccc(F)cc2Cl)c1-c1ccc(OC)cc1
#85 CC(C)C(=O)N(Cc1nccn1Cc1ccc(Cl)cc1Cl)C1CCCCC1

entry no.,59,74,75,77,85
hcGAS inh,-4,-4,-7,1,-7
mcGAS inh,·,-5,·,1,-11
NPYLR7 agonist,1,0,-1,6,·
